Growth percent in the NCI-60 one-dose screen (48 h, 10 µM unless noted): 100 = growth as untreated, 0 = no growth, -100 = all killed.
BT-549 = BT-549 breast cancer. 78,000 compounds, 4.4% hits
MDA-MB-468 = MDA-MB-468 breast cancer. 78,000 compounds, 8.5% hits. AID 2202374
T-47D = T-47D breast cancer; 79,000 compounds, 5% hits
MCF7 = MCF7 breast cancer | 82,000 compounds, 6.3% hits
MALME-3M = MALME-3M melanoma; 78,000 compounds, 5.8% hits; AID 1794766
LOX IMVI = LOX IMVI melanoma | 79,000 compounds, 7.4% hits
MDA-MB-231 = MDA-MB-231 breast cancer | 81,000 compounds, 5% hits | AID 1794789
HS 578T = HS 578T breast cancer | 78,000 compounds, 4.1% hits | AID 1794788
* hit, by the source's call; x = no result given; & = joins results of further samples; ! = a repeat was not active. The calls were made as follows: active = growth percent below 10; inactive = the rest.

1	N#CN1CC[C@H](C(=O)Nc2cc3cc(C(N)=O)ccc3cn2)C1
2	CC[C@H]1OC(=O)[C@H](C)[C@@H](O[C@H]2C[C@@](C)(OC)[C@@H](O)[C@H](C)O2)[C@H](C)[C@@H](O[C@@H]2O[C@H](C)C[C@H](N(C)C)[C@H]2O)[C@](C)(O)C[C@H](C)CN(C)[C@H](C)[C@@H](O)[C@]1(C)O
3	Nc1ccn(-c2ccc(Br)cc2)c(=O)n1
4	O=C(CCCCC[P+](c1ccccc1)(c1ccccc1)c1ccccc1)NC(COC(=O)C(Cl)Cl)(COC(=O)C(Cl)Cl)COC(=O)C(Cl)Cl
5	CC12SCC(C(=O)NCc3ccccc3)N1C(=O)c1ccccc12 (stereo unspecified)
assay / entry | 1 | 2 | 3 | 4 | 5
BT-549 | -5.5* | 98 | 105 | 95 | 107
MDA-MB-468 | -46* | 87 | x | 84 | 99
T-47D | -22* | 108 | 202 | 91 | 90
MCF7 | 6.0* | x | 108 | 95 | 97
MALME-3M | -22* | 92 | 124 | x | 107
LOX IMVI | 4.7* | 87 | 105 | 102 | 102
MDA-MB-231 | -0.5* | 55 | 104 | 111 | 100
HS 578T | -0.6* | -30* | 122 | 110 | 100

6	COc1ccc(C(=O)CC(C(=O)O)c2ccc(OC)c(OC)c2)cc1OC (stereo unspecified)
7	CCc1ccc(C2=C(O)C(=O)C(c3ccc(CC)cc3)=C(O)C2=O)cc1
8	COc1ccc(Nc2nc3n(c(=O)c2C#N)-c2ccccc2Sc2ccccc2-3)cc1
9	COc1ccc(NS(=O)CCCc2ccccc2)cc1 (stereo unspecified)
10	OCCCNCc1ccccc1
assay / entry | 6 | 7 | 8 | 9 | 10
BT-549 | 124 | -23* | 70 | 64 | 116&123
MDA-MB-468 | 93 | -2.7* | 94 | 94 | 105&101
T-47D | 106 | 7.7* | 57 | 81 | 91&105
MCF7 | 98 | 2.1* | 67 | 100 | 93&93
MALME-3M | 127 | -15* | x | 95 | 97&108
LOX IMVI | 101 | 4.7* | 78 | 93 | 101&107
MDA-MB-231 | 103 | -0.8* | 66 | 88 | 101
HS 578T | 106 | -22* | 92 | 93 | 92&104

11	CC(CN(C)C)C(=O)c1ccccc1 (stereo unspecified)
12	C/C(=N/O)C(=O)NCCCCCCC(=O)Nc1ccccc1
13	C/C(=N\Nc1nc2ccccc2s1)c1ccncn1
14	COc1ccc(C2C=C(c3ccc(Cl)c(Cl)c3)N=C3SC(C)=CN32)cc1OC (stereo unspecified)
15	Cc1cccc2c1CC1(C2=O)C2C=CC(C2)S1=O (stereo unspecified)
assay / entry | 11 | 12 | 13 | 14 | 15
BT-549 | 93 | 100 | 46 | 89 | 106
MDA-MB-468 | 96 | 107 | x | 53 | 109
T-47D | 99 | 96 | -0.4* | 64 | 88
MCF7 | 71 | 93 | 5.0* | 73 | 101
MALME-3M | 95 | 90 | 43 | 87 | 100
LOX IMVI | 99 | 94 | 32 | 56 | 95
MDA-MB-231 | 110 | 93 | 31 | 46 | 104
HS 578T | 81 | 101 | 74 | 91 | 96

16	O=C(Nc1ccc(Cl)cc1)Nc1cccc(-c2cc(=O)c3ccccc3o2)c1
17	CC(C)NC(=S)Nc1ncccc1OCc1cccc(Cl)c1
18	CC1CCC2(C(=O)O)CCC3(C)C(=CCC4C5(C)CCC(O)C(C)(C)C5CCC43C)C2C1C (stereo unspecified)
19	CC1(COc2ccc3ncc(C#Cc4cncc(C(=O)Nc5cc(C(C)(C)C)on5)c4)n3n2)COC1
20	CCOCC(O)(c1ccc(Cl)cc1)c1ccc(Cl)cc1
assay / entry | 16 | 17 | 18 | 19 | 20
BT-549 | 97 | 93 | 102 | 81 | 115
MDA-MB-468 | 92 | 106 | 25 | 85 | 102
T-47D | 94 | x | 77&49 | 33 | 98
MCF7 | 93 | 99 | 93&84 | 41 | 110
MALME-3M | 95 | 104 | 89&81 | 30 | 103
LOX IMVI | 102 | x | 70&25 | 11 | 95
MDA-MB-231 | 112 | 103 | 72&28 | 31 | 100
HS 578T | 105 | 95 | -49*! | 15 | 109

A different layout for some results above.
| item | Compound | BT-549 | MDA-MB-468 | T-47D | MCF7 | MALME-3M | LOX IMVI | MDA-MB-231 | HS 578T |
| --- | --- | --- | --- | --- | --- | --- | --- | --- | --- |
| 17 | CC(C)NC(=S)Nc1ncccc1OCc1cccc(Cl)c1 | 93 | 106 | x | 99 | 104 | x | 103 | 95 |
| 19 | CC1(COc2ccc3ncc(C#Cc4cncc(C(=O)Nc5cc(C(C)(C)C)on5)c4)n3n2)COC1 | 81 | 85 | 33 | 41 | 30 | 11 | 31 | 15 |
| 18 | CC1CCC2(C(=O)O)CCC3(C)C(=CCC4C5(C)CCC(O)C(C)(C)C5CCC43C)C2C1C (stereo unspecified) | 102 | 25 | 77&49 | 93&84 | 89&81 | 70&25 | 72&28 | -49*! |
| 16 | O=C(Nc1ccc(Cl)cc1)Nc1cccc(-c2cc(=O)c3ccccc3o2)c1 | 97 | 92 | 94 | 93 | 95 | 102 | 112 | 105 |

Next part
21	CN1C(=O)C(Nc2ccc(C(=O)Nc3ccc(Cl)cc3)cc2)=C(c2ccc(Cl)cc2)C1=O
22	O=C(/C=C/c1ccccc1Br)c1cccc(OCCCCOc2cccc(C(=O)/C=C/c3ccccc3Br)c2)c1
23	CC(C)(C)C1=CC(=C2C=C(C(C)(C)C)C(=O)C(C(C)(C)C)=C2)C=C(C(C)(C)C)C1=O
24	Cc1ccc2nc(-c3ccc(OCC(=O)NN)cc3)[nH]c2c1
25	CCC(=N\O)/C(C)=N/O
assay / entry | 21 | 22 | 23 | 24 | 25
BT-549 | 58 | 104 | 81 | 97 | 92
MDA-MB-468 | 73 | 95 | 93 | 95 | 99
T-47D | 40 | 75 | 103 | 82 | 82
MCF7 | 56 | 28 | x | 92 | 101
MALME-3M | 70 | 100 | 110 | 94 | 99
LOX IMVI | 58 | 86 | 107 | 87 | 95
MDA-MB-231 | 64 | 104 | 103 | 78 | 95
HS 578T | 89 | 102 | x | 85 | 108

26	CC(N)COc1ccccc1 (stereo unspecified)
27	O=S(=O)(Cc1ccccc1)C(c1ccccc1)S(=O)(=O)Cc1ccccc1
28	Cn1c(-c2sc3nnc(-c4ccccc4)c(-c4ccccc4)c3c2O)n[nH]c1=S
29	Cc1ccccc1COc1ccc(-c2onc(C)c2-c2ccc(Cl)cc2)cc1
30	O=C(CSc1nnc(-c2cc(-c3ccc(Cl)cc3)nc3ccccc23)o1)c1ccccc1
assay / entry | 26 | 27 | 28 | 29 | 30
BT-549 | 112&107 | 101 | 99 | 66 | 98
MDA-MB-468 | 111 | 96 | 105 | 36 | 110
T-47D | 77&102 | 95 | 107 | 61 | 89
MCF7 | 90&93 | 98 | 88 | 32 | 90
MALME-3M | 101&112 | 116 | x | 60 | 108
LOX IMVI | 100&103 | 98 | 104 | 68 | 100
MDA-MB-231 | 106&120 | 108 | 122 | 91 | 119
HS 578T | 99&110 | 106 | 111 | 59 | 116

31	C=C1CCC2C3(C)COC(c4ccccc4F)OC3CCC2(C)C1CC(O)C1=CCOC1=O (stereo unspecified)
32	Cc1c(N2CN3C[C@H](C)N4CN(c5c(C)n(C)n(-c6ccccc6)c5=O)CN5C[C@@H](C)N(C2)C3C54)c(=O)n(-c2ccccc2)n1C (stereo partly specified)
33	COC(=O)c1ccccc1SSc1ccccc1C(=O)OC
34	CC(C)N(C)C(=O)CSc1ccc(Cl)cc1
35	CCOc1ccc2cc(-c3nn(CC4CCNCC4)c4ncnc(N)c34)ccc2n1
assay / entry | 31 | 32 | 33 | 34 | 35
BT-549 | -19* | 113 | x | x | 51&73
MDA-MB-468 | 64 | 97 | 106 | 99 | 49&89
T-47D | 42 | 105 | 99 | 104 | 34&70
MCF7 | 15 | 95 | 107 | 99 | 47&84
MALME-3M | 93 | 104 | 117 | 97 | 62&81
LOX IMVI | x | 96 | 95 | 99 | 55&84
MDA-MB-231 | 78 | 117 | 92 | 104 | 60&97
HS 578T | 78 | 96 | 90 | 144 | 32&85

36	COc1ccc(C/C(C)=C(/c2ccc(OCCN3CCOCC3)cc2)c2ccc(OC(=O)NCc3ccccc3)cc2)cc1
37	CS(CCCCN=C=S)=NC(=O)c1c(F)c(F)c(F)c(F)c1F (stereo unspecified)
38	O=C(/C=C/N1C[C@H]2C[C@@H]1CN2c1ccccn1)c1ccccc1O
39	COC(=O)c1c(C)nc(C)c2c1C(=O)C=C(NCc1ccccc1)C2=O
40	O=C(/C=C/C=C/c1ccc2c(c1)OCO2)N/N=C\c1ccc(O)cc1
assay / entry | 36 | 37 | 38 | 39 | 40
BT-549 | 92 | 96 | 105 | 90 | 79
MDA-MB-468 | 101 | 30 | 97 | 54 | 92
T-47D | 51 | 19 | 98 | 82 | 81
MCF7 | 56 | 23 | 94 | 76 | 71
MALME-3M | 100 | 45 | 112 | -1.9* | 95
LOX IMVI | 97 | 28 | 108 | 62 | 61
MDA-MB-231 | 102 | 68 | x | 70 | 83
HS 578T | 91 | 91 | 87 | 116 | 97

(cont.)
Every second line gives: BT-549	MDA-MB-468	T-47D	MCF7	MALME-3M	LOX IMVI	MDA-MB-231	HS 578T
41: COc1ccc(/C=N/NC(=O)c2c(Nc3ccccc3)nn(CC(O)c3ccccc3)c2N)cc1OCc1ccccc1 (stereo unspecified)
→ 123	89	91	81	111	103	106	107
42: CC(C)(C)OC(=O)n1cc(-c2nc(-c3c[nH]c4ncccc34)cs2)c2cc(Br)ccc21
→ 104	134	83	84	x	x	89	100
43: OCCCc1ccco1
→ 112	101	108	104	97	102	112	103
44: CCOC(=O)c1c(C)nc2c(c1N)/C(=C/c1cccs1)C(=O)N2Cc1ccc(C(F)(F)F)cc1
→ 77	64	52	50	91	83	80	84
45: CC(=O)Nc1ccc2c(c1)C(C)c1ccccc1-2 (stereo unspecified)
→ 85	103	89	97	93	96	120	113
46: COc1ccc(C(=O)N/N=C/c2cc(OC)c(OC)cc2[N+](=O)[O-])cc1
→ 71	82	94	89	91	96	69	89
47: CN(C)c1nc(NCCNS(=O)(=O)c2ccc(C(=O)/C=C/c3ccccc3)cc2)nc(Nc2ccc(F)cc2)n1
→ 25	1.5*	26	-83*	36	-100*	18	73
48: Cc1ccc(-c2nn(-c3ccccc3)cc2C2OC23CCc2ccccc2C3=O)cc1 (stereo unspecified)
→ 113	106	88	76	99	91	87	95
49: COc1ccc(/C=C/C(=O)c2cc(S(=O)(=O)NNC(=O)c3ccncc3)c(OC)cc2OC)cc1
→ 102	88	96	87	101	x	101	114
50: NS(=O)(=O)c1nnc(Nc2nc3ccccc3s2)s1
→ 103	104	98	99	108	101	100	103
51: COc1cccc(CCC(=O)O)c1OC
→ 105	100	96	94	98	94	113	114
52: CC1=NN(C(=O)CSc2nnc3n(Cc4ccccc4)c(=O)c4c(C)c(C(N)=O)sc4n23)C(=O)C1
→ 102	121	108	97	103	97	91	90
53: CC(C)(O)C(F)(Cl)Cl
→ 97	108	101	93	92	97	112	109
54: CC(O)COC(C)COC(C)c1ccccc1 (stereo unspecified)
→ 107	117	135	100	144	101	115	x
55: c1ccc(-c2nc(-c3cccs3)no2)cc1
→ 106	84	66	53	131	100	78	101
56: N#C/C(=C\c1ccc(-c2ccccc2)cc1)c1ccc(Cl)cc1
→ 105	40	71	21	94	99	80	107
57: O=c1[nH]c(=S)[nH]cc1Sc1ccc(Cl)cc1
→ 103	107	92	109	115	94	113	96
58: CCOC(=O)c1c(Nc2ccccc2)nn2c(N)c(C#N)c(-c3ccc(F)cc3)nc12
→ 99	83	65	68	92	x	79	80
59: O=C(NC(=S)Nc1nc2ccccc2s1)c1ccc(-n2c(=O)[nH]c3ccccc3c2=O)cc1
→ 99	93	89	97	83	x	x	x
60: COc1c(B(O)O)cccc1-c1nc2ccc3[nH]ncc3c2c2c1C1CCC2C1 (stereo unspecified)
→ x	90	101	62	136	52	71	41
61: Cc1ccc(NC(=O)Nc2ccc(F)c(C(=O)c3c[nH]c4ncccc34)c2F)cc1
→ x	91	101	94	85	91	77	73
62: COc1cc2oc(-c3cccc(NC(=O)[C@H](C)NC(=O)[C@@H](N)C(C)C)c3)cc(=O)c2c(OC)c1OC
→ 114	101	89	95	104	x	104	111
63: Cc1cc2nc(-c3cc4cc(Cl)cc(Cl)c4oc3=O)[nH]c2cc1C
→ 105	107	89	103	81	117	88	96
64: O=[N+]([O-])c1c(O)cccc1O
→ 97	102	102	93	154	96	96	129
65: O=C(CCc1nnc2sc(CCCl)nn12)c1nc2ccccc2[nH]1
→ 97	106	91	100	96	99	97	x
66: O=C(CCc1ccc(O)cc1)N/N=C/c1ccc2c(c1)OCO2
→ 84	104	78	91	121	51	80	106
67: CC/C(=N/N=C(N)N)c1ccc(F)cc1
→ 87	76	85	86	x	105	92	87
68: COc1ccc(-c2cc(-c3ccccc3)[nH]c(=O)c2N(C)C)cc1
→ 94	100	96	97	119	100	91	98
69: COC(=O)c1cc(-c2cccnc2)[nH]c(=O)c1C#N
→ 94	104	x	89	101	103	x	92
70: c1csc(-c2nc3c4c5c(sc4ncn3n2)CCC5)c1
→ 90	13	31	25	118	90	81	97
71: NNC(=O)NC(N)=O
→ 94	110	100	100	x	98	120	99
72: N#CSc1ccc(O)c2ccccc12
→ 103	107	80	95	108	104	94	119
73: C=C(C)[C@@H]1CC[C@]2(COC(C)=O)CC[C@]3(C)[C@H](CC[C@@H]4[C@@]5(C)CC[C@H](NCOC(C)=O)C(C)(C)[C@@H]5CC[C@]43C)[C@@H]12
→ 75	70	35	60	94	x	82	102
74: CNc1ccc(O)cc1
→ 103&107	x	101&108	110&95	107&110	94&101	99&104	142&115

Compound activity: PubChem, NCI
